High-throughput results deposited in PubChem by several laboratories.
MC4R barr agon: human MC4R agonism via beta-arrestin. U2OS MC4R beta-arrestin complementation, luminescence; percent of melanotan II response, DMSO zero. 360,000 tested, 0.98% active. activation, % at 8.9 µM. AID 540308. P32245;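 active = activation above a per-plate cutoff, the mean activation of sample wells on that plate plus 3 SD, cut at about 8% in these data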
Target sequence (P32245 whole entry, looked up): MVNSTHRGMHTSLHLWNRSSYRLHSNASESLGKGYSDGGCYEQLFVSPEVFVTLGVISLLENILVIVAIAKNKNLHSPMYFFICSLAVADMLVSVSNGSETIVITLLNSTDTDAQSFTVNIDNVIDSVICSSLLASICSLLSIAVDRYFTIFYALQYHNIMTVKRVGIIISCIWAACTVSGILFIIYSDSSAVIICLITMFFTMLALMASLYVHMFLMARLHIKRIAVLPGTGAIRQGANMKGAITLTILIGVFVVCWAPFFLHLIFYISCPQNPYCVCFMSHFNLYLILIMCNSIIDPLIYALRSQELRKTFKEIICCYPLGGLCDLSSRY
Vif imaging: inhibitors of HIV Vif; AID 602346; inhibition, % at 7.49 µM; HEK293T cells, Vif self-association by quenched fluorescence, imaging, 24 h; 340,000 tested, 0.35% active; in the data active = inhibition above about 50%, passing the limit was not always enough; inconclusive = no clear call, values can overlap the other calls; inactive = below about 31%; also: some results filed as inactive read as strong as hits
ABCB6 inh 2: inhibitors of human ABC transporter ABCB6 | K562-ABCB6 porphyrin accumulation, flow cytometry, 1 h; active compounds read low | AID 602162 | fluorescence ratio to DMSO, % at 10 µM | 360,000 tested, 0.19% active;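 active = fluorescence ratio to DMSO below 75%, the collection mean minus 3 SD; inconclusive = too few cells collected in the well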;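 also: signal is porphyrin accumulated inside mitochondria; 100% equals median channel fluorescence of DMSO control wells; lower ratio means ABCB6 inhibition with less porphyrin fluorescence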
MC4R antag cAMP: human MC4R antagonism in cAMP assay; inhibition, % at 6.5 µM; P32245; 360,000 tested, 0.48% active; MC4R-expressing cells, MTII-stimulated cAMP, LANCE TR-FRET;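 active = inhibition above its plate's cutoff, the mean of tested wells on that plate plus 3 SD, cut at about 29% in these data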;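 also: 0% = Melanotan II alone and 100% = Melanotan II plus saturating MCL0020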
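System: U2OS cells stably expressing human melanocortin 4 receptor (MC4R). Reagent: Melanotan II challenge after compound preincubation. Doses: 6.5 µM. Times: 30-min compound, 1-h challenge, 1-h detection, room temperature. Measured by: TR-FRET with Eu-cAMP and labeled anti-cAMP, 671 nm. Replicates: singlicate.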
TLR9-MyD88 inh: inhibitors of human TLR9-MyD88 binding; Q9NR96+Q99836; CHO BLA complementation TLR9-MyD88, CCF4 FRET ratio; inhibition, % at 4.98 µM; 340,000 tested, 0.21% active; AID 504734;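 active = inhibition above the mean over all tested compounds plus 3 SD, cut at about 21% in these data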;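 also: 0% = DMSO only wells and 100% = clavulanate BLA inhibitor control wells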
Granule exo inh: lytic granule exocytosis inhibition; TALL-104 LAMP-1 surface exposure, flow cytometry; cells stimulated with thapsigargin and PMA; inhibition, % at 10 µM; 360,000 tested, 0.66% active; AID 651702;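 active = inhibition above about 55%, limit read from the data; inconclusive = no clear call, values can overlap the other calls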
aDG glyco act: increases alpha dystroglycan glycosylation. Pro5-aDG cells, alpha-DG glycosylation AlphaScreen (IIH6); 0% Pro5, 100% B10-LARGE cell signal. activation, % at 10 µM. 360,000 tested, 0.22% active;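 active = activation of at least 8% versus controls, or a plate z-score of at least 8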;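 also: Pro5 are CHO cells carrying HIG-tagged alpha-DG that lacks glycosylation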
ABHD5 PLIN5 PPI: ABHD5-PLIN5 protein interaction inhibition; Split G. princeps luciferase complementation, luminescence, 4 h; inhibition, % at 4 µM; 360,000 tested, 0.78% active; Q00G26+Q8WTS1;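 active = inhibition above the mean inhibition across every tested compound plus 3 SD, cut at about 22% in these data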;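 also: 0% = DMSO only wells and the 100% control is not disclosed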
NOD2 RIPK2 PPI: NOD2-RIPK2 protein interaction inhibition. O43353. CHO BLA complementation NOD2-RIPK2, CCF4 ratio. inhibition, % at 4.98 µM. 360,000 tested, 0.38% active. AID 624267; in the data active = inhibition above about 21%;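 also: 0% = vehicle only and 100% = reference blocker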
Target sequence (O43353 whole entry, looked up): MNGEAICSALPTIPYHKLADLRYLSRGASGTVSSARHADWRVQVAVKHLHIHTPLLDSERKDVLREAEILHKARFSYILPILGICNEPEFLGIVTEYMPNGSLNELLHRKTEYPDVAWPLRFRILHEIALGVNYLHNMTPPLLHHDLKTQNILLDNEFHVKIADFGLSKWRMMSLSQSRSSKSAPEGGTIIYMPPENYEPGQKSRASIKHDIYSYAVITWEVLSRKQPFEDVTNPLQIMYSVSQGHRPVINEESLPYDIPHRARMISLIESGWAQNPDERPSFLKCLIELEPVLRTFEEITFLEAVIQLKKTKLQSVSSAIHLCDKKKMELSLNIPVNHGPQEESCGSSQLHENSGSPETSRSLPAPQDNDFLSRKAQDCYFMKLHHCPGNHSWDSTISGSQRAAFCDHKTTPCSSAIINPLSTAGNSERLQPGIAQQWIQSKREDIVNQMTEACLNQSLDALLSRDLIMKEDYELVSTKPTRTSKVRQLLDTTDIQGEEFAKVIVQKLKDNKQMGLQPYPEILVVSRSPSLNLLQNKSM
N-glyco inh: blocks N-linked glycosylation in D54 reporter cells; D54 ERlucT glycosylation luciferase reporter, 24 h; percent of 100 nM tunicamycin response; reporter increase, % at 12.5 µM; 360,000 tested, 0.23% active;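 active = mean luciferase reporter signal, scaled so untreated is 0 and the glycosylation-blocking control 100, at or above a set limit in every replicate; inconclusive = mean reaches the limit but not every replicate does; inactive = mean below the limit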;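 also: luciferase carries N-glycosylation sites so blocking glycosylation raises the light; 0% = median of neutral control wells and 100% = median of 100 nM tunicamycin wells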
* = called active by the depositor; ? = inconclusive; · = not tested or not shown. These rows are one share of the data; the hit share may differ from the screen's.

No.	Molecule	ABHD5 PLIN5 PPI	ABCB6 inh 2	Granule exo inh	NOD2 RIPK2 PPI	TLR9-MyD88 inh	MC4R antag cAMP	MC4R barr agon	aDG glyco act	N-glyco inh	Vif imaging
1	O=C1c2ccccc2C(O)N1Cc1ccc2c(c1)OCO2 (stereo unspecified)	-1	87	-2	-6	-2	11	-0.8	1.3	2	-2
2	O=C(CSc1nncs1)Nc1cccc2ccccc12	10	101	-5	-9	-5	19	-1.7	0.2	1	-5
3	COc1ccc(NC(=O)CSCC(=O)N2CCN(C(=O)c3ccco3)CC2)cc1	4	95	2	5	5	0	-1.4	-0.1	2	24
4	O=c1nc2c(O)cccn2c2c1c(=O)[nH]c1ccccc12	6	101	2	29*	22*	-22	-0.8	0.1	5	5
5	CC1CN(C(=O)COc2ccc3ccccc3c2Br)CC(C)O1 (stereo unspecified)	5	97	-7	2	-5	8	-0.6	0.8	-2	-27
6	Cc1nnc(SCC2=C(C(=O)O)N3C(=O)C(NC(=O)Cn4nc(C(F)F)c(Cl)c4C)C3SC2)s1 (stereo unspecified)	15	93	-2	-2	1	7	1.4	-0.2	2	1
7	CCOC(=O)c1cc(OCC(=O)NC(C)C(C)C)cc(C(=O)OCC)c1 (stereo unspecified)	4	91	0	3	-4	14	3.9	0.2	0	11
8	O=C(CSCc1cc(=O)n2nc(C3CC3)sc2n1)Nc1ccccc1Cl	-1	99	-2	-17	-17	9	-2.4	0.3	1	5
9	Cc1onc(C(=O)NN)c1C(=O)N1CCN(C(c2ccccc2)c2ccccc2)CC1	4	100	4	-8	9	19	0.6	-0.5	-1	-4
10	NC(=O)[C@H]1CC2(CC(c3cccc(NC(=O)COc4ccc(Cl)cc4)c3)=NO2)CN1C(=O)CC(c1ccccc1)c1ccccc1 (stereo partly specified)	11	98	21	-6	-5	7	-1.1	0.3	0	1
11	O=C(Nc1nnc(C2CC2)s1)c1ccc(Cl)c(S(=O)(=O)N2CCc3ccccc3C2)c1	1	105	5	-1	-8	2	11*	-0.2	-2	-2
12	CC(OC(=O)c1ccccc1NCCO)C(=O)Nc1ccnn1C(C)C (stereo unspecified)	-4	87	-2	-1	-9	0	-1.4	-0.3	0	9
13	CCc1cccc(OCCCCNCCCOC)c1	-5	93	2	-8	-2	1	-1.8	-0.2	-3	-5
14	O=C(NNS(=O)(=O)Cc1ccccc1)c1ccc([N+](=O)[O-])cc1	0	102	-2	4	0	7	2.6	0.3	1	0
15	Cc1cc(NC(=O)CSc2ncnc3sccc23)no1	0	94	-2	8	-6	0	-1.2	0.0	1	?
16	CCn1c(C)c(C(C)=O)c(N2CCC(C(N)=O)CC2)nc1=S	5	101	-3	-8	7	-5	-1.3	-0.1	1	-1
17	O=C(c1nnc(Cc2ccc(Cl)cc2)o1)N1CCOCC1	3	100	1	13	-4	3	-1.2	-0.2	1	10
18	CN(C)/C=C1/NC(=S)NC1=O	-8	100	1	-6	-18	10	0.2	-0.2	1	26
19	COc1ccc(C(=O)NNC(=O)CCn2nnc(-c3ccc(Cl)cc3)n2)cc1OC	4	100	-6	-22	-4	18	3.5	0.3	0	1
20	CCCN(Cc1cc2ccc(C)cc2[nH]c1=O)C(=O)c1cccnc1	-3	91	0	-8	-6	7	-2.0	-0.2	3	-4
21	COc1cc(CCC(=O)Nc2ncc(C)s2)cc(OC)c1OC	-1	98	-4	-6	5	-1	0.4	-0.1	3	2
22	CC1CN(CC(=O)Nc2nc3ccccc3s2)CC(C)O1 (stereo unspecified)	-5	101	-1	1	-8	2	0.8	0.0	-1	-2
23	C=CCSc1nc2ccccc2n1C(=O)/C=C/c1cc(OC)c(OC)c(OC)c1	43*	80	9	2	1	8	-1.6	-0.3	-19	16
24	O=c1[nH]c(/C(=N\O)c2ccccc2)no1	-5	122	-2	17	11	9	-2.9	1.1	-1	0
25	O=C(NCCCN1CCOCC1)C(=O)NCC1OCCCN1S(=O)(=O)c1cc(F)ccc1F (stereo unspecified)	-12	103	-2	-4	8	6	2.0	-0.6	1	-1
26	CC(=O)Nc1cccc(C(=O)Nc2cc(C(F)(F)F)ccc2-n2cncn2)c1	3	99	0	-10	-5	1	-0.1	-0.1	2	·
27	O=C(NCc1ccc(F)cc1F)Nc1cnccc1C(F)(F)F	1	97	1	1	-6	1	-1.1	0.1	-3	-11
28	CC(OC(=O)Cc1n[nH]c(=O)c2ccccc12)C(=O)Nc1ccc(S(N)(=O)=O)cc1 (stereo unspecified)	-2	99	-7	13	-6	3	-3.9	0.2	3	12
29	NCCCC[C@@H]1NC(=O)[C@H](CCC(=O)O)NC(=O)c2cc([N+](=O)[O-])cc(I)c2NCC[C@@H](C(N)=O)NC1=O	2	100	0	-5	-10	1	-0.6	-0.3	2	21
30	O=C(O)C1=C[C@@H](c2csc3ccccc23)C[C@@H](OCc2ccc(CO)cc2)O1	-11	101	-3	3	-6	-4	-1.2	-0.1	2	33

Complete entries from above. Order of screens: ABHD5 PLIN5 PPI | ABCB6 inh 2 | Granule exo inh | NOD2 RIPK2 PPI | TLR9-MyD88 inh | MC4R antag cAMP | MC4R barr agon | aDG glyco act | N-glyco inh | Vif imaging
`COc1ccc(NC(=O)CSCC(=O)N2CCN(C(=O)c3ccco3)CC2)cc1` reads 4 | 95 | 2 | 5 | 5 | 0 | -1.4 | -0.1 | 2 | 24
`CCOC(=O)c1cc(OCC(=O)NC(C)C(C)C)cc(C(=O)OCC)c1` (stereo unspecified) reads 4 | 91 | 0 | 3 | -4 | 14 | 3.9 | 0.2 | 0 | 11

Further entries:
No.	Molecule	ABHD5 PLIN5 PPI	ABCB6 inh 2	Granule exo inh	NOD2 RIPK2 PPI	TLR9-MyD88 inh	MC4R antag cAMP	MC4R barr agon	aDG glyco act	N-glyco inh	Vif imaging
31	O=C1C2Sc3[nH]c(=O)sc3C(c3ccccc3)C2C(=O)N1c1ccccc1 (stereo unspecified)	-9	114	-4	-19	-9	5	-0.6	-0.2	3	9
32	O=C1Nc2ccccc2/C1=C\c1cccn1-c1ccc(OC(F)(F)F)cc1	-17	100	-5	-2	-11	5	4.9	-0.5	-3	3
33	COc1cc(NC(=O)CSc2nc(C3CC3)nc3ccccc23)cc(OC)c1	1	97	-5	1	3	-1	1.1	0.3	5	-7
34	COc1c(C)cc(C(O)c2ncc(-c3ccc(C(F)(F)F)cc3)[nH]2)cc1C (stereo unspecified)	-11	103	-17	1	·	9	4.9	0.5	1	-10
35	CCCC1(C(=O)OCC)NC(c2ccc(N(C)C)cc2)C2C(=O)N(c3ccc4c(c3)OCCO4)C(=O)C21 (stereo unspecified)	-1	100	-8	4	7	1	-1.4	-0.2	1	41
36	CCN(C(=O)CN1CCN(c2ccccc2O)CC1)c1c(N)n(Cc2ccccc2)c(=O)[nH]c1=O	8	98	-4	13	-7	-1	-0.3	0.1	2	-2
37	O=C(c1ccc(Br)o1)N1N=C(c2ccc(Cl)cc2)CC1c1ccco1 (stereo unspecified)	16	98	-2	-1	-7	8	-0.7	0.1	-4	-6
38	C/C(=N/Nc1nc(-c2ccccc2F)nc2ccccc12)c1ccccc1O	-3	106	-2	1	-7	26	2.9	-0.4	-2	2
39	CCCOc1ccc(CSC(CC(=O)O)C(=O)O)cc1 (stereo unspecified)	-5	115	4	6	-5	-3	-1.9	-0.1	1	·
40	C=C1C(=O)O[C@H]2C[C@]3(C)C([C@@H](OC(=O)/C(C)=C/C)[C@H]12)[C@](C)(O)CC[C@H]3O (stereo partly specified)	12	96	-6	5	3	1	-2.3	0.0	-10	11
41	CN(CC(=O)NCCc1ccc(S(N)(=O)=O)cc1)CC(=O)Nc1ccccc1C(F)(F)F	-2	101	19	-13	-15	10	-1.6	-0.2	3	12
42	Cn1nc(C(=O)N2CCCC2)c2ccccc2c1=O	-3	96	-1	-5	-3	-7	0.6	-0.1	0	-13
43	Cc1ccc(C(=O)N[C@H](C(=O)OCC(=O)Nc2cccc(S(N)(=O)=O)c2)C(C)C)cc1	-1	97	-4	1	-3	25	0.5	0.0	-1	-2
44	COC(=O)/C=C/c1c(C)nc(NCc2ccccc2)nc1Cl	-3	102	10	4	8	8	-1.1	0.1	1	-8
45	Cc1ccc(S(=O)(=O)N(C)C[C@H]2OCc3cnnn3CCCC(=O)N([C@@H](C)CO)C[C@H]2C)cc1	8	99	-12	1	-5	12	-0.6	0.0	2	-3
46	Cc1cccc(NC(=O)/C=C/c2cccs2)n1	1	100	13	6	-5	2	-3.1	0.0	-5	-7
47	Cc1ccc(S(=O)(=O)Oc2ccc(/C=N/NC(=O)c3cccnc3)cc2)cc1	1	101	-4	-4	4	14	-2.3	-0.4	0	7
48	Cc1ccc(-c2nnc(SCC(=O)NC3CCCC3)n2N)cc1	-5	99	3	-2	-13	22	0.0	0.0	0	-24
49	Cc1cc(C)cc(N(CCC(=O)O)S(=O)(=O)c2ccc(Cl)cc2)c1	-1	92	5	2	-7	19	-2.3	1.8	2	-7
50	CC(SC(C)C(=O)NN=Cc1cccc(F)c1)C(=O)NN=Cc1cccc(F)c1 (stereo unspecified)	-3	94	37	-15	-1	2	1.5	0.6	0	11
51	O=C(NCCN1CCOCC1)C(=O)NCC1OCCN1S(=O)(=O)c1ccc(Cl)cc1 (stereo unspecified)	-10	98	4	-10	4	1	-1.5	-0.2	2	-11
52	Cc1ccccc1Nc1nc(N)nc(COC(=O)CCC(=O)c2ccc(F)cc2)n1	-4	103	0	-6	-10	2	1.0	-0.2	-1	0
53	Cc1noc2ncnc(Oc3ccc(C(C)(C)C)cc3)c12	0	105	1	-1	8	4	-3.2	0.1	-1	10
54	O=c1[nH]c(/C=C\c2cccc(Cl)c2)nc(O)c1[N+](=O)[O-]	51*	100	2	1	-8	24	-0.2	-0.1	0	-3
55	COC(=O)CCN(Cc1cc(OC)ccc1OC)S(=O)(=O)c1ccccc1Br	10	99	-2	-10	-5	4	-0.2	-0.1	2	9
56	COc1ccc2c(c1)O/C(=C\c1ccccc1C)C2=O	-11	98	-2	3	-1	0	-1.4	0.1	1	·
57	COc1ccc(NC2CCCN(C(=O)c3ccc(CSC)o3)C2)cc1OC (stereo unspecified)	4	90	2	-8	-5	3	-0.9	0.1	5	-3
58	COc1ccc(-n2nc3c(N4CCC(C(=O)NCCc5ccccc5C)CC4)nnc(C)c3c2C)cc1	4	101	8	6	5	5	-3.8	1.7	-17	-21
59	Cc1ccc(NC(=O)NC2CC(=O)N(c3ccc4c(c3)OCCO4)C2)cc1C (stereo unspecified)	-6	95	0	6	-4	0	-1.0	-0.4	-5	-3
60	O=C(Nc1c(C(=O)NCc2ccco2)cnn1-c1ccccc1)c1ccc(F)cc1	-5	93	6	-6	6	2	-0.8	0.1	0	-13
61	CC(=O)Nc1cc(C(=O)NCc2ccco2)ccc1Sc1ccc(C)cc1	-4	104	-4	0	-2	10	-0.3	-0.2	0	1
62	Cc1cc(C)n2nc(SC(C)C(=O)NCc3ccco3)nc2n1 (stereo unspecified)	5	94	0	-3	2	5	0.0	0.0	0	29
63	Nc1ccc(-c2ncc(-c3ccccc3)o2)cc1	-4	99	0	-12	-6	-5	-0.4	-0.1	-9	0
